# HTR1A agonist: agonists of human 5-HT1a serotonin receptor; P08908; CHO 5-HT1a Ga15 NFAT-bla reporter, FRET ratio; 0% basal, 100% maximal reference agonist; activation, % at 10 µM; 0.56% of 65,000 active; AID 567;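 active = activation above the screen-wide mean activation plus 3 SD, cut at about 19% in these data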;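 note: 0% = DMSO wells and 100% = 5-CT at EC100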
# Target sequence (P08908 whole entry, looked up): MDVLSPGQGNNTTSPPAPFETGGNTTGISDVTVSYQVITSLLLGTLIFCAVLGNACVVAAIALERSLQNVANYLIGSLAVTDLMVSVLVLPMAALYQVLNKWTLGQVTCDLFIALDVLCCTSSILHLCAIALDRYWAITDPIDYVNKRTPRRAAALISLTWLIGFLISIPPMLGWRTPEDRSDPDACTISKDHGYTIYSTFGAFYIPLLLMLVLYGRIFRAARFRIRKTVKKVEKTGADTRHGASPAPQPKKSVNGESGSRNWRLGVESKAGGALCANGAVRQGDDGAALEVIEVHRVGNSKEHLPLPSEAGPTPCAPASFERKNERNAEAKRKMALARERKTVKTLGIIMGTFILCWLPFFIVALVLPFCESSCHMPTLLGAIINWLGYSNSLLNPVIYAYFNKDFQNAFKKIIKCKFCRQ
# S1P1 ag pot: activates or potentiates agonism at human S1P1 receptor | P21453 | S1P1 CRE-bla cells, forskolin, beta-lactamase FRET, potentiator mode; S1P1 agonist co-added at EC20, 2 nM; 100% = saturating reference agonist, 0% = basal | activation, % at 9.5 µM | 0.57% of 56,000 active;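 active = activation above a cutoff set at the mean activation of all tested compounds plus 3 SD, cut at about 54% in these data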;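 note: forskolin at 4 µM as EC80 and the EC20 agonist is SEW2871; 100% = SEW2871 at its EC100 plus forskolin at EC80; some compounds past the cut are filed as inactive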
# S1P3 agonist: agonists of human S1P3 receptor; Q99500; S1P3 NFAT-BLA reporter cells, agonism, FRET ratio; relative to 1 µM S1P, basal subtracted; activation, % at 4.5 µM; 0.1% of 60,000 active;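 active = activation above the screen-wide mean plus 3 SD, cut at about 4.5% in these data, passing the limit was not always enough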; note: some compounds called inactive have numbers as strong as hits
#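 Assay system: stable CHO line with human S1P3, Gα16, NFAT-BLA reporter; Detection: FRET β-lactamase substrate fluorescence, excitation 405 nm, 460/535 nm emission ratio, background-subtracted; Read-out: percent activation versus median 1 µM S1P response, basal-subtracted, per plate; Incubation: cells plated overnight, compound 4 h 37 °C, substrate 2 h RT.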
# HTR1E antagonist: blocks the human 5-HT1E serotonin receptor | P28566 | CHO 5-HT1E Ga15 NFAT-bla reporter, FRET, antagonist | inhibition, % at 6 µM | 0.99% of 65,000 active | AID 571;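 active = inhibition above a set limit, the mean inhibition across every tested compound plus 3 SD, cut at about 29% in these data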;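 note: signal is the 460 over 535 nm emission ratio of beta-lactamase substrate; 0% = agonist plus DMSO wells and 100% = wells without agonist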
# Target sequence (P28566 whole entry, looked up): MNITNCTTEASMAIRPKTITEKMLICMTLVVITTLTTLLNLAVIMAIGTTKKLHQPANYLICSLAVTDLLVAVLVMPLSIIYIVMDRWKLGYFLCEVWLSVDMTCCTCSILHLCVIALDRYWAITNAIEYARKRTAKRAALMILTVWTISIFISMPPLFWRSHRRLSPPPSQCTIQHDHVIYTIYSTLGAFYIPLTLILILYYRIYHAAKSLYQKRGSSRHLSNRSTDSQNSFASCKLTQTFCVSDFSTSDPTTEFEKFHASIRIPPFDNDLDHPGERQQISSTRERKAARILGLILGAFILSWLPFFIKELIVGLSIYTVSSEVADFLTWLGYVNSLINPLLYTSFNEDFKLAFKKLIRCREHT
# 5HT1E ag: 5-HT1E (human) receptor agonism; activation, % at 6 µM; 0.69% of 65,000 active; CHO 5-HT1E Ga15 NFAT-bla reporter, FRET; 0% DMSO wells, 100% control agonist wells;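 active = activation above a set limit, the screen-wide mean activation plus 3 SD, cut at about 8.5% in these data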;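 note: 100% = positive control agonist at 1 µM giving full maximal response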
# 5-HT1A blocker: 5-HT1a (human) receptor antagonism; inhibition, % at 10 µM; CHO 5-HT1a Ga15 NFAT-bla reporter, antagonist mode; AID 612; 0.68% of 62,000 active; P08908;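 active = inhibition above the mean of all tested compounds plus 3 SD, cut at about 43% in these data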;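 note: receptor stimulated by 5-CT agonist at 100 nM near EC80; beta-lactamase reporter measured by ratiometric fluorescence of a cleavable substrate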
# D1 allo mod: allosteric modulators of human D1 dopamine receptor; HEK293 D1, CRE-luciferase, dopamine EC30 potentiation; actives deviate in either direction; 5.9% of 58,000 active; AID 641; B-score at 10 µM; P21728;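 active = luminescence count or its row- and column-corrected plate score outside the 99.7% band of the plate's sample wells, on either side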
# HEK293 NFkB inh: lowers PMA/ionomycin-induced NF-kB signal in HEK293 cells; HEK-293 NF-kB luciferase reporter, luminescence; inhibition, % at 3 µM; 0.21% of 62,000 active; AID 465;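 active = inhibition above the mean of all tested compounds plus 3 SD, cut at about 40% in these data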;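 note: 0% = stimulated DMSO wells and 100% = 10 µM reference inhibitor 5653914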
#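 Signal: luciferase luminescence; Material: HEK-293 cells with stable firefly luciferase reporter driven by four HIV NF-kB elements; Probe or stimulus: PMA with ionomycin; Replication: tested once; Times: 1 h compound pretreatment, then 16 h stimulation at 37 °C, 5% CO2; Benchmarks: DMSO and 10 µM reference inhibitor; Evaluation: per-plate % inhibition versus controls.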
# Jurkat tox 60K: cytotoxic compounds reducing Jurkat cell viability. AID 463. Jurkat E6.1 viability, ATP luminescence, 48 h. 1.2% of 56,000 active. inhibition, % at 4 µM;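 active = inhibition above the mean inhibition of all tested compounds plus 3 SD, cut at about 28% in these data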
# Starred values were filed as active, the others as inactive; . = no result given.
# The line under a structure holds: HTR1A agonist	S1P1 ag pot	S1P3 agonist	HTR1E antagonist	5HT1E ag	5-HT1A blocker	D1 allo mod	HEK293 NFkB inh	Jurkat tox 60K
CCOC(=O)CSc1nnc(CSc2nc3sc4c(c3c(=O)[nH]2)CCC4)n1C
→ -2.8	-4	-0.7	1	0.0	6	2.6*	17	-7
COc1ccc(CCN2C(=O)CC(NCc3ccc4c(c3)OCO4)C2=O)cc1OC (stereo not drawn)
→ -1.6	-3	0.5	10	1.6	-8	-0.5	8	-3
Cc1ccc(CNc2ccc3c(c2)OCO3)cc1
→ -1.8	24	-1.0	3	-0.2	6	-5*	11	9
CC(=O)c1c(C)[nH]c(C(=O)NC2=NCCS2)c1C
→ -2.6	10	1.1	2	0.3	6	-0.93	-2	-5
CC(=O)c1cc(-c2ccc(F)cc2)n(CC(=O)NCc2cccs2)c1C
→ -3.4	7	-0.6	9	0.6	24	-0.24	-10	-5
CC1(C)CN=C(N2CCN(c3ncnc4sc5c(c34)CCCC5)CC2)S1
→ -1.8	2	1.1	-9	-0.6	-8	-0.98	3	-2
COc1ccc(S(=O)(=O)N2CCCC2C(=O)Nc2ccc(C)cc2)cc1 (stereo not drawn)
→ -1.9	.	.	1	-1.0	-15	-0.61	2	.
O=C(OCc1nnc(-c2ccccc2)o1)c1cn(-c2ccccc2)nc1-c1ccccc1
→ 1.7	.	.	-15	-0.9	0	.	-4	.
O=C(Nc1nc(-c2ccc(Cl)s2)cs1)c1cccs1
→ -2.9	7	0.0	-1	-0.5	15	-0.11	-10	-3
CCOC(=O)N1CCC2(CC1)C(C#N)=C(N)Oc1c2c(C)nn1-c1cccc(Cl)c1
→ -5.0	20	-0.3	-6	0.0	2	0.97	11	1
CC(C)OCCCNc1ncnc2c1[nH]c1ccc(F)cc12
→ 1.4	91*	-2.6	35*	0.8	34	-3.4*	39	88*
COCCNC(=O)C(c1cccc(OC)c1)N(Cc1cccs1)C(=O)Cn1nnc2ccccc21 (stereo not drawn)
→ -1.3	10	0.3	0	-0.1	-4	0.17	9	-1
Cc1ccc(CN(C)C(=O)C2CCCN2C(=O)c2cccs2)o1 (stereo not drawn)
→ 1.9	.	.	1	0.6	9	.	8	.
O=C(CN1CCOCC1)Nc1ccc(OCc2ccccc2)cc1
→ 1.5	.	.	6	0.3	0	0.076	4	.
Cc1cc(C)nc(N(C#N)CN2C(=O)c3ccccc3S2(=O)=O)n1
→ -0.1	-3	-0.7	7	0.6	15	.	25	9
COc1cccc(OC)c1NC(=O)C1CCCN1C(=O)NCc1ccccc1 (stereo not drawn)
→ -0.9	10	-0.7	15	-0.8	-7	0.069	18	10
COCc1cc(C)nc2sc(C(=O)OC(C)C)c(N)c12
→ 2.6	-29	-0.4	10	0.2	-2	2	-1	4
CCCN(c1nc(C)cc(OC)n1)S(=O)(=O)c1ccccc1
→ -1.4	-15	-0.7	6	0.6	15	-0.58	13	8
O=C(O)c1ccc(S(=O)(=O)c2ccc3c(c2)C(=O)N(Cc2ccco2)C3=O)cc1
→ -3.3	-2	-0.5	-10	0.3	0	0.39	16	-4
COCCNC(=O)Cn1nc(-c2ccccc2OC)ccc1=O
→ 0.8	11	1.2	-1	-0.9	-12	0.19	18	-1
O=C1C(Cl)=C(N2CCOCC2)C(=O)N1c1ccccc1Cl
→ -2.3	9	-1.2	-11	-0.3	10	0.95	4	-4
Cc1nc2nc[nH]n2c(=O)c1NC(=O)CC12CC3CC(CC(C3)C1)C2
→ -1.9	-18	0.2	-4	-0.5	-3	0.81	0	-9
O=C(Nc1nc(-c2ccncc2)cs1)c1ccco1
→ -2.4	-1	0.2	-1	4.4	-20	0.024	18	3
CSc1nc2c(cnn2-c2ccc(C)c(C)c2)c(=O)[nH]1
→ -2.5	-19	1.3	2	-0.1	-8	2.2	4	-4
O=C(NC1CCCC1)C1CCCN1S(=O)(=O)c1cccc2cccnc12 (stereo not drawn)
→ -2.4	-4	-1.1	-2	-0.1	3	0.21	-9	-4
O=S(=O)(Nc1nc(CN2CCOCC2)nc2sc3c(c12)CCCC3)c1cc(F)ccc1F
→ 0.8	0	1.2	-9	0.2	-2	-0.39	13	-5
Cc1ncc(CO)c2cc(C(N)=O)c(=Nc3ccccc3)oc12
→ -0.6	-12	-1.2	-2	-0.4	2	1.5	0	3
COc1cccc(C(=O)N2CCN(CCCc3ccccc3)CC2)c1OC
→ -0.7	-3	-1.1	4	0.2	6	0.15	-1	6
Cc1ccc(OCC(=O)Nc2ccc(N(C)C)cc2)cc1
→ 0.2	-15	-0.3	0	0.0	-4	-0.94	7	-4
N#Cc1ccc(CSc2nnc(-c3ccccn3)n2-c2ccc(Cl)cc2)cc1
→ 0.3	14	-0.8	-1	0.3	16	1.3	9	13

# (cont.)
# The line under a structure holds: HTR1A agonist	S1P1 ag pot	S1P3 agonist	HTR1E antagonist	5HT1E ag	5-HT1A blocker	D1 allo mod	HEK293 NFkB inh	Jurkat tox 60K
Cc1cc(C)n(-c2ccc(C(=O)N3CCc4ccccc43)cc2)n1
→ 2.7	-2	-0.1	15	0.8	3	0.38	11	1
COc1ccc(-c2nc(C#N)c(N3CCCCCC3)o2)cc1
→ 2.6	7	-0.3	3	-1.4	9	2.1	18	6
COc1nonc1NCn1nc(C)cc1C
→ -2.1	-8	0.2	-1	-0.6	0	-0.45	0	-2
Nc1c(S(=O)(=O)c2cccs2)c2nc3ccccc3nc2n1/N=C/c1cccc(O)c1
→ 1.3	11	-0.9	5	0.2	-6	-0.038	22	9
CS(=O)(=O)N(CCc1ccccc1)CC(=O)N1CCN(c2ccccc2F)CC1
→ 2.6	4	-1.1	7	-0.5	11	0.014	25	16
CCC1CCc2c(sc(NC(=O)c3ccoc3C)c2C(N)=O)C1 (stereo not drawn)
→ 2.7	.	-0.7	5	1.0	5	1.1	-21	8
CC1(C)C(=O)Nc2ccccc2N1C(=O)CN1C(=O)c2ccccc2C1=O
→ -2.2	0	-0.9	9	0.0	3	-0.27	9	11
Cc1ccc2nc3sc(C(=O)N4CCOCC4)c(N)c3cc2c1
→ 1.9	-21	-0.2	6	0.8	-6	-5.5*	0	-3
CCN(CC)S(=O)(=O)c1ccc2nnn(OCC(=O)Nc3cccc(C#N)c3)c2c1
→ -0.7	-1	-1.3	4	-0.2	6	-0.065	14	7
COc1ccc(-c2cc(C(F)(F)F)nc(SCCC(=O)N3CCN4CCCC4C3)n2)cc1 (stereo not drawn)
→ -0.9	5	-1.0	3	0.4	0	-0.53	6	1
CN1CCN(C(=O)c2c(O)c3cccc4c3n(c2=O)CCC4)CC1
→ -3.5	1	-0.9	-5	0.5	8	-0.71	10	-1
CCC(C)(C(=O)NC1CCCCC1)N(Cc1ccco1)C(=O)c1cnccn1 (stereo not drawn)
→ -2.7	-2	-0.8	3	-0.8	18	-0.86	16	7
CCOc1ccc2nc(NC(NC(=O)CC)(C(=O)OC)C(F)(F)F)sc2c1 (stereo not drawn)
→ -1.1	7	-2.9	18	0.6	.	.	.	.
C=CCn1c(N2CCCC2)nc2c1c(=O)[nH]c(=O)n2C
→ -2.1	-24	-0.8	0	-0.1	8	0.88	9	4
CSc1ccc(Cl)c(C(=O)NCC(C)C)c1
→ -1.7	.	-0.4	-6	-0.1	-1	-0.61	19	1
CCOC(=O)c1cc(CC)sc1NC(=O)CCC(=O)O
→ -1.0	-7	1.3	-3	-1.0	-4	1.8	18	-2
CC(=O)c1cccc(S(=O)(=O)N(Cc2cc3cc4c(cc3[nH]c2=O)OCCO4)CC2CCCO2)c1 (stereo not drawn)
→ -2.2	9	-0.8	5	0.7	-9	0.53	7	4
CC(=O)Nc1ccc(C(=O)n2nc(C)cc2C)cc1
→ -3.5	6	-0.7	0	-0.7	6	-0.42	12	-1
COc1ccc(CNC(=O)c2c(O)c3cccc4c3n(c2=O)CCC4)cc1OC
→ -1.2	-31	0.6	5	-0.8	-7	6.2*	-11	-6
O=C(CN1C(=O)C2C3C=CC(C3)C2C1=O)Nc1cccc2c1CCCC2 (stereo not drawn)
→ -2.3	12	-0.5	4	-1.2	19	0.036	21	5
C=Cn1c(N2CCOCC2)nc2c1c(=O)[nH]c(=O)n2C
→ -6.0	6	-3.6	4	-0.9	8	1.2	0	4
Cc1cc(N)n(-c2nc(-c3cccnc3)nc3ccccc23)n1
→ 0.3	.	.	2	-0.2	10	4.3*	15	.
CCOCCCNC(=O)C1CC(=O)N(C2CCCC2)C1 (stereo not drawn)
→ -1.7	8	-0.6	10	0.1	4	0.47	9	6
c1cc2c(c(NCc3ccncc3)c1)CCCC2
→ 1.5	47	-2.5	8	-1.8	13	0.15	6	15
O=C(O)CCCC(=O)Nc1ccc(Cl)c(Cl)c1
→ -1.3	-34	-0.1	2	-0.9	-13	-0.12	6	-6
COc1cccc(C2=NO[C@@H]3C(=O)N(Cc4ccccc4)C(=O)[C@H]23)c1OC
→ -4.9	-2	-1.2	1	-0.2	-9	-0.54	0	2
COc1ccccc1OCC(O)Cn1c(=N)n(Cc2ccccc2)c2ccccc21 (stereo not drawn)
→ -1.7	.	.	-14	0.5	42	-4.7*	1	.
COc1ccc2[nH]c(=O)c(CN(Cc3ccco3)C(=O)c3ccccc3)cc2c1
→ -2.3	-66	0.3	-7	-0.1	-10	0.2	11	-6
CC(C)Cc1nc(S(=O)(=O)c2ccc(Cl)cc2)c(N2CCOCC2)o1
→ -1.5	4	-0.2	-10	-1.2	-4	1.1	11	-4
COC(=O)CSc1nnc(CNc2ccc(Cl)cc2)n1Cc1ccccc1
→ -0.7	-4	-0.9	-5	-0.6	10	-0.58	11	-7

# Grouped by structure: the entries above containing a CF3 group.
# The line under a structure holds: HTR1A agonist	S1P1 ag pot	S1P3 agonist	HTR1E antagonist	5HT1E ag	5-HT1A blocker	D1 allo mod	HEK293 NFkB inh	Jurkat tox 60K
COc1ccc(-c2cc(C(F)(F)F)nc(SCCC(=O)N3CCN4CCCC4C3)n2)cc1 (stereo not drawn)
→ -0.9	5	-1.0	3	0.4	0	-0.53	6	1
CCOc1ccc2nc(NC(NC(=O)CC)(C(=O)OC)C(F)(F)F)sc2c1 (stereo not drawn)
→ -1.1	7	-2.9	18	0.6	.	.	.	.

# (listing goes on)
# The line under a structure holds: HTR1A agonist	S1P1 ag pot	S1P3 agonist	HTR1E antagonist	5HT1E ag	5-HT1A blocker	D1 allo mod	HEK293 NFkB inh	Jurkat tox 60K
CCOC(=O)C(C(=O)OCC)C1N=C(N)N=C2Oc3ccccc3N21 (stereo not drawn)
→ -2.0	-28	0.3	-17	0.1	-8	-0.12	-32	-4
Cc1ccc(NC(=O)CN2CCCCCC2)c(Br)c1
→ -0.5	.	-1.4	-7	0.1	-9	-0.18	-2	5
COc1ccccc1N1CCN(S(=O)(=O)CC23CCC(CC2=O)C3(C)C)CC1 (stereo not drawn)
→ 0.4	15	-0.2	-4	0.7	-15	-0.029	8	3
COc1ccc(CNc2nc3ccccc3n2CCN2CCCCC2)c(OC)c1
→ 0.6	-25	-2.3	-2	-0.2	44*	-1.4	9	3
CCn1ncc2c1C(=O)NC1c3ccccc3C(=O)N21 (stereo not drawn)
→ -2.9	-19	0.9	21	-0.1	-18	17*	5	-10

# Screening results from PubChem BioAssay.
